# Assay outcomes deposited in PubChem by National Center for Advancing Translational Sciences (NCATS).
# GAA glycogen = inhibitors or activators of human alpha-glucosidase glycogen cleavage; 300,000 compounds, 0.38% hits; Potency, µM (highest dose often 76.4 µM), for inactives: at the highest dose activity change, negative = inhibition, most hits filed as inhibitors; recombinant GAA, glycogen substrate, Amplex Red glucose oxidase fluorescence; AID 2100;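 further: 0% = full enzyme reaction and -100% = no-enzyme basal signal; the screen sought inhibitors and activators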
#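 Recombinant human enzyme (4 nM); glycogen substrate; 37 C, 40 min, pH 5.0. Readout: coupled glucose oxidase/Amplex Red fluorescence.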
# GAA spleen mod = inhibits or activates alpha-glucosidase in human spleen homogenate. 240,000 compounds, 0.006% hits. P10253. Potency, µM (doses to about 79.9 µM), without a hit: at the top dose activity change, negative = inhibition, actives largely listed as inhibitors. human spleen homogenate, 4-MU-alpha-glucoside fluorescence;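 further: 0% = enzyme with vehicle and -100% = no enzyme basal signal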
#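 AC50 values come from Hill-equation fits of concentration-response data, normalized to no-enzyme and full-activity controls. Enzyme source: 1 ug human spleen homogenate; 1 mM fluorogenic 4-MU glucoside, pH 5.0 citrate buffer, 37 C, 40 min.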
# Tau fluor counter = counter-screen for tau fibril formation inhibitors; Potency, µM (doses to about 57.7 µM), for the others: at the highest dose activity change, negative = decrease; tau K18 P301L Alexa594 fluorescence, heparin fibrillization; AID 1463; 280,000 compounds, 0.93% hits; further: on the % scale 0 is the no-effect control and ±100 the full control effect; nearly all actives have a fitted effect of over 55% in size
#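 Human K18 P301L tau (15 uM unlabeled plus 0.24 uM Alexa 594-labeled, final) in 100 mM sodium acetate pH 7 was mixed with compound and 20 uM heparin and incubated 6 hr at 37 C.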
# Tau fibril ThT = blocks human tau fibril formation measured by thioflavin T. 270,000 compounds, 2.1% hits. recombinant tau K18 P301L (four-repeat tau fragment), heparin-induced fibrillization, ThT fluorescence. AID 1460. Potency, µM (titrated, usually from 57.4 µM), for inactives: at the top dose activity, negative = inhibition, most hits filed as inhibitors. P10636; further: on the % scale 0 is the no-effect control and ±100 the full control effect; nearly all actives have a fitted effect of over 55% in size
# Target sequence (P10636 561-689 P618L limits assumed): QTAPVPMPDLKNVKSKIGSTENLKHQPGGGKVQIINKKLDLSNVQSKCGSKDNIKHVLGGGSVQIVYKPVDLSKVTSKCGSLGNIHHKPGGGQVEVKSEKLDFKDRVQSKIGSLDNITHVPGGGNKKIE
#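 Heparin-induced (20 uM) aggregation of recombinant human K18 P301L tau, 15 uM unlabeled with 0.24 uM labeled, pH 7 acetate buffer, 6 hr at 37 C with compound. Fibrils quantified by 30 uM ThT fluorescence after 1 hr ambient incubation.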
# GAA inh = blocks human lysosomal alpha-glucosidase | P10253 | purified human GAA, 4-MU-alpha-glucoside fluorescence | Potency, µM (series often up to 76.9 µM), for inactives: at the highest dose activity change, negative = inhibition, usual class: inhibitors | AID 1466 | 200,000 compounds, 0.005% hits;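 further: plate controls were uninhibited enzyme wells for no effect and no-enzyme background for full effect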
#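 Fluorogenic assay: 4 nM human alpha-glucosidase with 400 uM 4-methylumbelliferyl-alpha-D-pyranoside in 50 mM citrate/phosphate, 0.005% Tween-20, pH 5.0, 20 min at room temperature. Compounds tested up to 77 uM; AC50 from Hill fits.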
# GLA spleen mod = inhibits or activates alpha-galactosidase in human spleen homogenate | human spleen homogenate, 4MU-alpha-Gal fluorescence, 40 min | Potency, µM (titrated, usually from 80 µM), for inactives: top-dose activity change, negative = inhibition, usual class: inhibitors | 240,000 compounds, 0.008% hits;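 further: 0% = enzyme with vehicle and -100% = no enzyme basal signal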
# Target sequence (P06280 32-429 limits assumed): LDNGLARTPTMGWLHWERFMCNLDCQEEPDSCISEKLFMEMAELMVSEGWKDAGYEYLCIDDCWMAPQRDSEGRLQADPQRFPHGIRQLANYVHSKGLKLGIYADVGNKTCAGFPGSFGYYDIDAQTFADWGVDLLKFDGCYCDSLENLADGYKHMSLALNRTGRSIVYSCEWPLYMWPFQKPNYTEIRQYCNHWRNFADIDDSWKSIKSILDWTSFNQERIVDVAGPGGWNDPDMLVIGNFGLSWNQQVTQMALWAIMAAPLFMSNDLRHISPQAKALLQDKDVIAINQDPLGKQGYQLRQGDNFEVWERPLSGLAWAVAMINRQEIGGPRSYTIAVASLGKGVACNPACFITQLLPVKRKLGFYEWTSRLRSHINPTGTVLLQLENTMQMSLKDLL
#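 Spleen homogenate 1 ug + cpd (titration) + 4-MU-alpha-D-galactopyranoside 1 mM; 37C 40 min; 50 mM citrate/phosphate pH 5.0, 0.01% Tween-20; stop pH 10; fluorescence 365/440; AC50 via Hill.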
# HTT ATP protect = cytoprotection in Huntington HTT-Q103 PC12 cell model | PC12 HTT-Q103 induced, cytoprotection, ATP luminescence, 40 h | Potency, µM (titrated, usually from 56.4 µM), without a hit: cytoprotection (ATP increase), hits mostly activators | 230,000 compounds, 0.14% hits | AID 1471;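 further: % of control where 0% means no effect; nearly all actives have a fitted effect of over 45% in size; toxic huntingtin expression switched on by the ecdysone agonist tebufenozide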
#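 Readout: ATPlite luminescence (ATP level). Model: stable PC12, inducible Htt exon1 Q103-GFP. Inducer: tebufenozide, 100 nM final. Compounds: dose series. No G418 in medium.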
# Tau fibril FP = inhibitors of human tau fibril formation; Potency, µM (top dose mostly 57.7 µM), without a hit: at the highest dose activity, negative = inhibition, hits mostly inhibitors; 280,000 compounds, 0.39% hits; P10636; K18 P301L tau heparin fibrillization, Alexa594 FP, 6 h; further: on the % scale 0 is the no-effect control and ±100 the full control effect; nearly all actives have a fitted effect of over 55% in size
#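 Recombinant K18 P301L […], labeled with Alexa 594 at 0.24 uM over 15 uM unlabeled; heparin inducer 20 uM final; 37 C, 6 hr; FP endpoint.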
# The depositor's hits bear a star; ? = inconclusive; . = no result given; & = joins results of further samples; [ ] = dose if it differs, or a comment. The call rests on the fitted dose curve; in most records, active means well fitted curve in the direction sought with a large enough effect; inconclusive means small, poorly fitted or top-dose-only effect, or another doubt; inactive means no such curve, though single readings can be large; an effect the other way counts as inactive or inconclusive. Potency means the concentration at half of the fitted maximal effect. This is a random part of the collection. About 3.3% of those tested had a hit in this group.
SMILES | GAA glycogen | GAA spleen mod | Tau fluor counter | Tau fibril ThT | GAA inh | GLA spleen mod | HTT ATP protect | Tau fibril FP
COc1ccccc1CNC(=O)c1cc2cc(C)ccc2n1C | -5%[76.3 µM] | . | -11% | -1% | . | . | . | -5%
Cc1ccc(NC(=S)NNC(=O)c2c([N+](=O)[O-])c(C)nn2C)cc1 | -12% | 6% | -12% | -21% | ? | 10% | 23% | 1%
CCN(CC)c1ccc(-n2nc3cc(C)c(NC(=O)c4ccccc4C)cc3n2)c(C)c1 | -7%[76.3 µM] | . | ? | ? | . | . | . | 10%
Cc1cccc(Cn2c(=O)c3c(nc4n3CCCN4Cc3ccccc3)n(C)c2=O)c1 | -8% | -1% | -25% | ? | -7% | 11% | -29%[0.074 µM] | 12%
CC(=O)NCCc1ccc(S(=O)(=O)NC2OC(=O)c3ccccc32)cc1 (configuration not stated) | 4% | 8% | -8% | -12% | -12% | 12% | -24% | 1%
CCC(=O)Nc1ccc(C(=O)CSc2nnc(-c3ccc(NS(C)(=O)=O)cc3)n2C)cc1OC | -3% | -4% | 2% | -3% | 2% | -1% | 8%[10 µM] | 5%
CCC(=O)c1ccc(OCC(=O)O)c(OC)c1 | 5% | 2% | 6% | 11% | -3% | -3% | -16% | 3%
O=C(Oc1cc(=O)oc2c1c(=O)n1c3c(cccc23)CC1)c1ccc(F)cc1 | 2% | 7% | 0% | -8% | . | -9% | 15%[10 µM] | 9%
O=C(CSc1nnc(-c2ccc(Cl)cc2Cl)n1C1CCCCC1)NC1CCS(=O)(=O)C1 (configuration not stated) | 2% | -9% | -1% | -4% | 5% | -1% | -5% | 11%
CC1C(C#N)=C(N)OC2=C1C(=O)CC(C)(C)C2 (configuration not stated) | -5% | -6% | 0% | -6% | -13% | -4% | -7% | -3%
O=C(O)c1csc(-c2ccc(Cl)cc2)n1 | 10% | -2% | 7% | 13% | -2% | -4% | . | -2%
COc1ccc(NC(=O)CSc2nccn2-c2cccc(OC)c2)cc1 | 0% | -2% | -15% | ? | -14% | 3% | -22% | 3%
CC(=O)Nc1ccc(S(=O)(=O)NC(C)C(=O)NC(C)c2ccccc2)cc1 (configuration not stated) | 8% | 1% | 1% | -6% | 9% | -2% | 27% | 0%
CCNS(=O)(=O)c1ccc(NC(=O)Nc2cccc(OC)c2)cc1 | 10% | 14% | ? | 5% | -7% | 6% | -27%[0.074 µM] | ?
CS(=O)(=O)Nc1cccc(-c2cn3ccccc3n2)c1 | -10% | 5% | 2% | -9% | 11% | 5% | -9%[10 µM] | 6%
COc1cc(/C=C/C(=O)OCC(=O)c2c(N)n(C)c(=O)n(C)c2=O)ccc1OCC#N | -12% | 2% | 0% | -3% | 3% | 0% | -48%[inhibitor][10 µM] | 4%
Cc1cc(C)c(S(C)(=O)=O)c(NN)n1 | ? | -9% | -6% | ? | -14% | -25% | -8%[10 µM] | -14%
COc1ccc(C2C(C#N)=C(N)Oc3cc(O)ccc32)cc1OC (configuration not stated) | -29% | -1% | -18% | -15% | 3% | -7% | -12% | -3%
COc1cc(C2Nc3ccccc3C(=O)N2c2ccc3c(c2)OCCO3)ccc1OCC(C)C (configuration not stated) | -4% | -13% | ? | -16% | -13% | -7% | -93%[inhibitor] | 9%
Cc1ccccc1C(=O)OCCN1CCOCC1 | 11% | -4% | 2% | 1% | 0% | -2% | 27%[0.074 µM] | -8%
CN1CCN(S(=O)(=O)c2ccc(-c3ccccc3)cc2)CC1 | -5% | -8% | 3% | 4% | -1% | 2% | -23%[0.074 µM] | 4%
CC/C(=N\NC(=S)Nc1cc(C)ccc1C)c1ccc(OC(F)F)cc1 | ? | -5% | ? | ? | 0% | 1% | ? | 20%
CC(C)C(=O)Nc1nnc(-c2ccccc2)o1 | -5% | 10% | -4% | -10% | 4%[15.4 µM] | 11% | -17% | -6%
Cc1onc(-c2ccccc2)c1C(=O)NCCc1c[nH]c2ccccc12 | -7% | -13% | -22% | -19% | -1% | 0% | -9%[10 µM] | 7%
COCCCNC(=O)c1cc(C)nn1-c1ccccc1 | 0% | -10% | 8% | . | . | -2% | 8%[10 µM] | -2%
C=C1c2ccccc2NC(=O)N1c1ccc(C)cc1 | -13% | -8% | -14% | -19% | -2% | -4% | -19% | -7%
Cc1nc2c(-c3ccc(F)cc3)c(C)nn2c(C)c1CCC(=O)N1CCN(c2ccc(F)cc2)CC1 | -20%[76.3 µM] | 1% | -18%&-21% | ? | ? | 6% | 4% | 14%&4%
CCCNC(=O)Cn1nc(C(F)(F)F)c2c1CCC2 | 23% | -16% | 15% | 10% | 3% | -2% | 0%[10 µM] | 5%
COc1ccc2[nH]cc(CCNc3nc(-c4ccoc4)nc4ccccc34)c2c1 | . | -12% | 32µM*[quencher] | ? | . | 1% | -29% | ?
O=C(Nc1nn(Cc2ccc(Cl)cc2)cc1Br)c1ccc(COc2ccccc2Cl)o1 | -3% | 1% | -25% | -16% | -7% | -7% | -21% | -8%
N/C(=N\OC(=O)C12CC3CC(CC(C3)C1)C2)c1ccccn1 | -4% | 1% | 4% | -1% | 1% | 18% | 15%[10 µM] | 7%
CCCCNC(=O)c1onc(CSc2cccc(F)c2)c1C(=O)O | 0% | -6% | 1% | -2% | 0% | -7% | -6% | -6%
Cc1cc(Cl)ccc1NC(=O)Nc1c(C)n(-c2ccccc2)c(=O)n1C | 1% | 1% | -11% | -9% | -8% | 0% | -5% | -6%
CCO/C=C/C(=O)N(C)CCC#N | 5% | -2% | -8% | -17% | -3% | 1% | -15%[0.074 µM] | -3%
CCOC(=O)c1[nH]c2ccc(Br)cc2c1NC(=O)CCN1CCOCC1 | 1% | 1% | -16% | -11% | . | 1% | -2%[10 µM] | 1%
CCOc1ccc(S(=O)(=O)NCCCN2CCCC2=O)cc1 | -8% | -4% | 3% | 7% | -23% | 6% | -40%[inhibitor] | -7%
Cc1nc2cc(-c3cccc(F)c3)nn2c(N2CCN(C(=O)c3ccco3)CC2)c1C | -4% | -1% | -7% | -4% | -2% | 4% | -13% | 4%
OC(COCc1ccc(Cl)cc1)CN1CCc2ccccc2C1 (configuration not stated) | 5% | -9% | -8% | -5% | 1% | -4% | 34%[10 µM] | -8%
COc1ccc(-c2noc(CNS(=O)(=O)c3ccc(Br)cc3)n2)cc1OC | -10%[76.3 µM] | . | -30% | ? | . | . | . | -9%
CN(CCC#N)C(=O)COC(=O)c1c2c(nc3ccccc13)/C(=C/c1ccco1)CC2 | 8% | -10% | ? | ? | 0% | -5% | 8%[1.9 µM] | ?
Cc1ccc2cc(C)c(N3CCN(c4ccccn4)CC3)nc2c1 | -13% | 12% | -11% | ? | -7% | 1% | -16% | -1%
O=C(CSc1nc2ccccc2c(=O)n1NC(=O)Cc1ccccc1)NCc1ccccc1 | 8% | -6% | -9% | 10% | -16% | 0% | -7% | -4%
O=C(O)CCc1nn2c3ccccc3nc2n(Cc2ccccc2)c1=O | 11% | -1% | -6% | -3% | 7% | -9% | -20% | -2%
C(=C\c1ccccc1)/C=N/N1CCN(c2ccccn2)CC1 | -22% | -3% | -23% | ? | 0% | 1% | ? | -2%
C/C(=N\NC(=O)c1ccccc1)c1ccc(NC(=O)c2cccs2)cc1 | 8% | -4% | -14% | ? | 3% | 0% | 2%[10 µM] | -11%
O=C(O)CCN1C(=O)c2ccc(NC(=O)c3ccco3)cc2C1=O | 6% | -4% | 2% | -4% | 10% | 2% | -31% | 2%
CCOc1cc(C2C(C(=O)OC)=C(C)NC3=C2C(=O)c2ccccc23)c(Br)cc1OC (configuration not stated) | ? | . | 16µM*[quencher] | ? | . | . | . | 0%
O=c1c2sc(-c3ccccc3)cc2nc2n1CCCCC2 | 13% | -11% | -16% | -17% | . | -6% | -13%[10 µM] | 2%
O=C(/C=C/c1ccc(OC(F)F)cc1)OCC(=O)N1CCN(C(=O)c2ccco2)CC1 | 2% | 2% | -9% | ? | 6% | 6% | 7%[10 µM] | -4%
CCOc1ccc(C(=O)NCC(=O)OCC(=O)Nc2ccccc2OCC)cc1 | 3% | -4% | -11% | -10% | -4% | -1% | 6% | 3%
COc1cc(NC2c3ccccc3C(=O)N2c2cc(C)ccn2)cc(OC)c1OC (configuration not stated) | 7% | -4% | -12% | -8% | -8% | 18% | -10% | 5%
COCCNC(=O)CSc1nc(-c2ccccc2)c(-c2ccccc2)o1 | -5% | -6% | -10% | -7% | -10% | 0% | -10% | 3%
CCOc1ccc(Nc2oc(-c3ccc(COc4ccc(OC)cc4)o3)nc2C#N)cc1 | -24%[76.3 µM] | . | ? | ? | . | . | . | -2%
O=C(Nc1ccc(S(=O)(=O)N2CCOCC2)cc1)c1ccc2c(c1)S(=O)(=O)c1ccccc1C2=O | -11% | -6% | -27% | -1% | ? | 3% | 1%[10 µM] | 13%
O=c1[nH]c2cccnc2n1-c1cccc([N+](=O)[O-])c1 | 4% | 0% | 10%[0.0958 µM] | . | . | 1% | 4%[10 µM] | 3%[0.0958 µM]
COc1ccc(-n2c(N3CCN(C)CC3)nc3sc4c(c3c2=O)CCCCC4)cc1 | -8% | -7% | 4% | 11% | -2% | -5% | 5% | -9%
CN(C)S(=O)(=O)c1ccc(NC(=O)COc2ncnc3c2cnn3-c2ccccc2)cc1 | -14% | -4% | -22% | 3% | ? | 3% | 23%[10 µM] | -8%
O=C(Cn1cnc2c(nnn2Cc2ccc(Cl)cc2)c1=O)c1ccccc1 | 6% | 3% | 5% | 6% | . | 5% | -5%[10 µM] | -11%
COc1cc(C=O)ccc1OC(=O)c1ccncc1 | -1% | 2% | 0% | ? | 0% | -2% | 13%[10 µM] | 8%

# Reformatted with two lines to a compound: 2 of the compounds above.
# Each structure is followed by: GAA glycogen	GAA spleen mod	Tau fluor counter	Tau fibril ThT	GAA inh	GLA spleen mod	HTT ATP protect	Tau fibril FP
- COc1cc(/C=C/C(=O)OCC(=O)c2c(N)n(C)c(=O)n(C)c2=O)ccc1OCC#N
  -12%	2%	0%	-3%	3%	0%	-48%[inhibitor][10 µM]	4%
- Cc1cc(C)c(S(C)(=O)=O)c(NN)n1
  ?	-9%	-6%	?	-14%	-25%	-8%[10 µM]	-14%
